Screening data from PubChem BioAssay.
GLA spleen mod = inhibits or activates alpha-galactosidase in human spleen homogenate; P06280; human spleen homogenate, 4MU-alpha-Gal fluorescence, 40 min; Potency, µM (top dose mostly 80 µM), for inactives: at the highest dose activity change, negative = inhibition, hits mostly inhibitors; actives 0.008% (n = 240,000); AID 2107;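 note: 0% = enzyme with vehicle and -100% = no enzyme basal signal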
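Spleen homogenate 1 ug + cpd (titration) + 4-MU-alpha-D-galactopyranoside 1 mM; 37C 40 min; 50 mM citrate/phosphate pH 5.0, 0.01% Tween-20; stop pH 10; fluorescence 365/440; AC50 via Hill.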
ALDH1A1 block = ALDH1A1 (human) enzyme inhibition. P00352. Purified ALDH1A1, NADH fluorescence, propionaldehyde substrate. Potency, µM (top dose mostly 75.3 µM), without a hit: at the top dose activity, negative = inhibition, hits mostly inhibitors. actives 7.3% (n = 220,000). AID 1030; active = well fitted inhibition curve with a large enough effect, not every such curve was filed as active; inconclusive = small, poorly fitted or top-dose-only effect, or another doubt; inactive = no such curve, though single readings can be large or run the other way;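 note: plate controls were no enzyme wells and a reference inhibitor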
Target sequence (P00352 whole entry, looked up): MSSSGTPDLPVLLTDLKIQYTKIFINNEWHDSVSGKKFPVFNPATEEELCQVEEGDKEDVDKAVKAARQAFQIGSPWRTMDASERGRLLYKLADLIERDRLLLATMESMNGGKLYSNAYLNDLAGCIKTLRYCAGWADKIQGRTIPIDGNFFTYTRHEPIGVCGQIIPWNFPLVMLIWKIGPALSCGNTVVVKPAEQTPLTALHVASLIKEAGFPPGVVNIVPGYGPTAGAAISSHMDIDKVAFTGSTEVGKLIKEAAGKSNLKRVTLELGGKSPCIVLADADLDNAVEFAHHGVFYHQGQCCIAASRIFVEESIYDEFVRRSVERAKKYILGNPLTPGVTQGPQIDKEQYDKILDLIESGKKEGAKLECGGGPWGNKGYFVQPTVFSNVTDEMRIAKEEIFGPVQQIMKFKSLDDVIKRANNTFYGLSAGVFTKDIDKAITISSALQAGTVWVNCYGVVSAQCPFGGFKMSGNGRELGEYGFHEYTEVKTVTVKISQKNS
GAA spleen mod = inhibitors or activators of human alpha-glucosidase in spleen homogenate | P10253 | actives 0.006% (n = 240,000) | human spleen homogenate, 4-MU-alpha-glucoside fluorescence | Potency, µM (titrated, usually from 79.9 µM), for inactives: at the top dose activity change, negative = inhibition, hits mostly inhibitors;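 note: 0% = enzyme with vehicle and -100% = no enzyme basal signal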
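AC50 values come from Hill-equation fits of concentration-response data, normalized to no-enzyme and full-activity controls. Enzyme source: 1 ug human spleen homogenate; 1 mM fluorogenic 4-MU glucoside, pH 5.0 citrate buffer, 37 C, 40 min.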
Epigenetic reg = regulators of epigenetic silencing causing reporter derepression in mouse cells; murine LDR cells, GFP reporter derepression, 30 h; Potency, µM (titrated, usually from 53.9 µM), without a hit: top-dose GFP activation, actives largely listed as activators; actives 0.2% (n = 280,000); note: % of control where 0% means no effect; nearly all actives have a fitted effect of over 60% in size
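GFP-positive cell count by laser-scanning cytometry (objects 20–120 um) after 30 h, 37 C compound exposure of murine LDR cells; reporter is CMV-GFP integrated at a silenced locus, inducible by HDAC or DNMT inhibitors.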
Tau fluor cs = counter-screen for tau fibril formation inhibitors | tau K18 P301L Alexa594 fluorescence, heparin fibrillization | Potency, µM (series often up to 57.7 µM), for inactives: at the highest dose activity change, negative = decrease | actives 0.93% (n = 280,000); note: % is set by controls: 0 for no effect and ±100 for the full control effect; nearly all actives have a fitted effect of over 55% in size
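Human tau K18 P301L (15 uM unlabeled, 0.24 uM Alexa 594-labeled) in 100 mM sodium acetate pH 7 with 20 uM heparin, 6 hr at 37 C. ThT 30 uM added, 1 hr ambient; Alexa 594 FP and total fluorescence read at 555/632 nm.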
GAA inhib = alpha-glucosidase (human) inhibition; P10253; purified human GAA, 4-MU-alpha-glucoside fluorescence; Potency, µM (titrated, usually from 76.9 µM), for the others: top-dose activity change, negative = inhibition, actives largely listed as inhibitors; actives 0.005% (n = 200,000); AID 1466;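 note: plate controls were uninhibited enzyme wells for no effect and no-enzyme background for full effect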
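Enzyme (4 nM final) mixed with compound (up to 77 uM), then 4-MU-alpha-D-pyranoside (400 uM final) added; 20 min at room temperature, pH 5.0. Reaction stopped at pH 10, fluorescence read, AC50 derived by Hill fit.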
NPSR antag = neuropeptide S receptor (human) antagonism, cAMP; actives 1% (n = 220,000); AID 1461; Potency, µM (highest dose often 38.3 µM), without a hit: top-dose activity change, negative = inhibition, usual class: inhibitors; Q6W5P4; CHO-NPSR cells, cAMP TR-FRET, antagonist mode; note: % is set by controls: 0 for no effect and ±100 for the full control effect; nearly all actives have a fitted effect of over 50% in size; many of its hits are not listed in these tables
Target sequence (Q6W5P4 whole entry, looked up): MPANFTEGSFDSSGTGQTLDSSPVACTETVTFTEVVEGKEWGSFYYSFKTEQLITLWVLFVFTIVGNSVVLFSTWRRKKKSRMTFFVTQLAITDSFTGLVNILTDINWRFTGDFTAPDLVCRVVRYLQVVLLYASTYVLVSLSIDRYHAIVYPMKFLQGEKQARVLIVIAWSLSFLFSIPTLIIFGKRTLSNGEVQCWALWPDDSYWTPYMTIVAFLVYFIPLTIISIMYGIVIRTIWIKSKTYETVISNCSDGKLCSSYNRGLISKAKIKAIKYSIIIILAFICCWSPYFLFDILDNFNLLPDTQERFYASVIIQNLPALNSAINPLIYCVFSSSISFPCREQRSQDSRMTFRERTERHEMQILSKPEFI
GAA glycogen = alters human alpha-glucosidase cleavage of glycogen | P10253 | recombinant GAA, glycogen substrate, Amplex Red glucose oxidase fluorescence | Potency, µM (doses to about 76.4 µM), without a hit: at the top dose activity change, negative = inhibition, most hits filed as inhibitors | actives 0.38% (n = 300,000) | AID 2100;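 note: 0% = full enzyme reaction and -100% = no-enzyme basal signal; the screen sought inhibitors and activators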
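Recombinant human enzyme (4 nM); glycogen substrate; 37 C, 40 min, pH 5.0. Readout: coupled glucose oxidase/Amplex Red fluorescence.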
* = called active by the depositor; ? = inconclusive; . = not tested or not shown; & = joins results of further samples; [ ] = remark or other dose. Unless noted, calls come from the whole dose curve; as a rule, active = well fitted curve in the direction sought with a large enough effect; inconclusive = small, poorly fitted or top-dose-only effect, or another doubt; inactive = no such curve, though single readings can be large; an effect the other way counts as inactive or inconclusive. Potency is the fitted concentration of half-maximal effect.

#	Compound	GLA spleen mod	ALDH1A1 block	GAA spleen mod	Epigenetic reg	Tau fluor cs	GAA inhib	NPSR antag	GAA glycogen
1	CCOc1ccc(NC(=O)Cn2nnc(-c3ccccc3NC(=O)C3CC3)n2)cc1	6.4%	-1.7%	9.8%	6.5%	-27.0%	2.2%	-7.1%[7.67 µM]	0.6%
2	COc1ccc(-c2nc3c4ccccc4[nH]c(=O)n3n2)cc1	-1.8%	?	-2.3%	0.0%	-9.6%	-3.2%	-13.2%[46.1 µM]	-3.9%
3	O=C(CCN1CCN(CCO)CC1)Nc1ccc(OCc2ccccc2)cc1	-4.2%	-2.4%	-5.1%	-0.7%	-3.8%	1.0%	-2.7%[46.1 µM]	5.6%
4	Cc1cc(C)n2nc(SCC(=O)N(C)c3ccccc3)nc2n1	-10.0%	-5.4%	-1.7%	6.3%	12.0%	-1.8%	-6.6%[46.1 µM]	1.5%
5	Cc1cc(Cl)ccc1NC(=O)CCC(=O)N/N=C/c1cc([N+](=O)[O-])ccc1O	5.1%	0.1%	-2.8%	4.5%	-21.8%	-16.2%	-1.2%	-5.6%
6	C/C(=N/NC(=O)c1ccc(Br)o1)c1ccncc1	4.7%	-19.0%	-8.5%	-2.2%	-6.0%	0.8%	16.1%	-3.7%
7	CCC[N+](CC#Cc1ccccc1)(CCC)CC(=O)OCC	-4.4%	10.2%	-2.2%	-3.2%	4.9%	-6.1%	9.9%	13.4%
8	O=C(COC(=O)c1cncc(Br)c1)NCc1ccc2c(c1)OCO2	-6.1%	?	-0.5%	-1.4%	-11.8%	1.0%	3.2%	0.6%
9	O=S(=O)(Nc1cccc(Oc2cnccn2)c1)c1ccc(F)cc1	2.7%	-4.6%	4.4%	0.0%	-5.7%	?	2.4%	-16.7%
10	O=C(/C=C/c1cccc([N+](=O)[O-])c1)Nc1cccc(NC(=O)c2ccco2)c1	-2.5%	?	1.9%	0.0%	?	4.4%	-5.1%	2.2%

In the list so far, these contain four or more nitrogen atoms:
#	Compound	GLA spleen mod	ALDH1A1 block	GAA spleen mod	Epigenetic reg	Tau fluor cs	GAA inhib	NPSR antag	GAA glycogen
1	CCOc1ccc(NC(=O)Cn2nnc(-c3ccccc3NC(=O)C3CC3)n2)cc1	6.4%	-1.7%	9.8%	6.5%	-27.0%	2.2%	-7.1%[7.67 µM]	0.6%
2	COc1ccc(-c2nc3c4ccccc4[nH]c(=O)n3n2)cc1	-1.8%	?	-2.3%	0.0%	-9.6%	-3.2%	-13.2%[46.1 µM]	-3.9%
4	Cc1cc(C)n2nc(SCC(=O)N(C)c3ccccc3)nc2n1	-10.0%	-5.4%	-1.7%	6.3%	12.0%	-1.8%	-6.6%[46.1 µM]	1.5%
5	Cc1cc(Cl)ccc1NC(=O)CCC(=O)N/N=C/c1cc([N+](=O)[O-])ccc1O	5.1%	0.1%	-2.8%	4.5%	-21.8%	-16.2%	-1.2%	-5.6%

The listing continues.
#	Compound	GLA spleen mod	ALDH1A1 block	GAA spleen mod	Epigenetic reg	Tau fluor cs	GAA inhib	NPSR antag	GAA glycogen
11	COC(=O)C/C=C\[C@@H](C)[C@@H](/C=N\O[C@@H](C)c1cn([C@H](CO)Cc2ccccc2)nn1)NS(=O)(=O)c1ccc(C)cc1	-14.0%&-15.6%[17.5 µM]	3.6%&-4.5%[13.5 µM]	-3.6%&-13.7%[17.4 µM]	0.0%&2.2%[10.1 µM]	-13.5%&-9.2%[11.6 µM]	.	.	.
12	COCC(C)NC(=O)/C(=C/c1ccccc1)c1ccccc1 (stereo unspecified)	0.7%	4.2%	-14.6%	-0.4%	0.4%	1.6%	-14.3%	6.0%
13	COc1ccc(S(=O)(=O)Nc2ccc(NC(C)=O)cc2)cc1OC	-3.4%	7.0%	-8.6%	0.0%	3.6%	-3.2%	-2.5%[46.1 µM]	-2.7%
14	O=C(N/N=C/c1cccc([N+](=O)[O-])c1)c1ccc(Br)cc1	-2.4%	1.9%	-0.1%	-0.1%	-9.9%	?	-14.2%	-8.1%
15	CC(=O)N1CCN(c2cc(N3CCCC3)c(F)cc2[N+](=O)[O-])CC1	-20.3%	?	-12.0%	0.0%	-13.0%	-1.0%	31.0%	-0.6%
16	Cc1ccc(CSc2nnc(-c3ccccn3)n2C)cc1	11.2%	7.6%	-1.4%	3.5%	-3.2%	-2.3%	-9.7%[46.1 µM]	0.7%
17	CN1CCn2c1nc(N1CCOCC1)nc2=O	-0.1%	-3.2%	-8.8%	0.0%	1.6%	-0.7%	-4.2%[46.1 µM]	1.7%
18	CCN(CC)c1ccc(NC(=O)c2ccco2)c(C)c1	4.1%	-0.4%	-2.3%	2.0%	-2.8%	-3.8%	-17.6%[46.1 µM]	0.4%
19	Cc1ccccc1NC1=NC(C)(C)N=C(N)N1	0.5%	0.6%	-4.6%	0.0%	-9.0%	-3.5%	-8.3%[46.1 µM]	-2.5%
20	c1ccc2c(c1)Cn1c-2nc2ccccc21	5.6%	8.0%	-12.7%	-4.8%	5.4%	-18.6%	-3.9%[46.1 µM]	-1.3%
21	CCOC(=O)C1CCCn2c1nc1sc3c(c1c2=O)CCCC3 (stereo unspecified)	12.4%	?	5.0%	-1.1%	-6.2%	-6.7%	-9.6%[46.1 µM]	-11.5%
22	Cc1ccc(/C=N\NC(=O)/C(=C\Nc2nccc(C)n2)NC(=O)c2ccccc2)cc1	-2.9%	.	-4.9%	0.5%	-14.0%	.	-3.7%	-4.0%
23	OC(CNCc1ccccc1Cl)C(F)(F)F (stereo unspecified)	5.4%	-0.4%	-3.2%	0.1%	-0.1%	3.7%	9.6%	8.6%
24	CCCCSCc1nc2ccccn2c1Br	0.9%	-13.6%	.	-1.0%	2.3%	1.6%	-9.9%	5.0%
25	Cn1c(=O)c2c(SCc3ccccn3)nc(C3CC3)nc2n(C)c1=O	0.8%	3.9%	0.0%	0.0%	2.9%	-0.9%	-1.2%[46.1 µM]	2.6%
26	CC(=O)c1ccc(NC(=O)N2CCN(c3ccc(C)cc3)C(C)C2)cc1 (stereo unspecified)	3.6%	12.3%	0.3%	0.8%	?	4.1%	4.0%	-21.4%
27	Cc1ccc(-n2[nH]c(C)c(C=Nc3ccc(Br)cn3)c2=O)cc1	0.4%	-0.9%	-4.9%	-1.5%	-7.7%	-1.9%	6.8%	-11.4%
28	CC(=O)OC1c2ccccc2C(=O)N1Cc1ccccc1Cl (stereo unspecified)	1.7%	?	2.7%	0.8%	-0.5%	-6.3%	-5.2%[46.1 µM]	5.6%
29	COc1cccc(CC(=O)N2CCN(c3ccccc3[N+](=O)[O-])CC2)c1	4.7%	-12.0%	3.7%	-0.3%	-8.2%	?	-8.8%	0.0%
30	Cc1csc(C(=O)NN)c1N(C)C	1.6%	.	-0.5%	5.7%	-18.8%	.	18.4%	?
31	Cc1cc(C(=O)N/N=C2\CC(=O)CC(C)(C)C2)n[nH]1	-9.7%	13.3%	-10.7%	5.9%	4.7%	-1.7%	-10.3%[46.1 µM]	?
32	Cc1ccc(C(=O)CNc2ccc(C)c(Cl)c2)cc1	-2.0%	10µM*	-9.6%	0.0%	-0.1%	-9.3%	9.6%	20.8%
33	CCOC(=O)c1c(NC(=O)CSc2nnc(-c3c[nH]c4ccccc34)n2CCOC)sc2c1CCCC2	4.6%	?	3.6%	5.5%	?	-5.5%	-31.6%	-21.7%
34	COc1ccccc1NC(=O)Nc1ccc2c(c1)nc(C)n2C	-2.0%	10.0%	5.8%	1.0%	-6.4%	2.1%	4.8%	-2.4%
35	CCOC(=O)c1ccc(N/C=C2/CCCC(C)C2=O)cc1 (stereo unspecified)	-1.4%	?	1.4%	0.1%	-12.2%	-4.2%	-10.1%[46.1 µM]	7.5%
36	CCOc1ccc(NC(=O)CSc2nnc(C3CC3)n2C)cc1	4.5%	5.6%	-4.6%	-4.7%	-3.7%	-12.1%	22.7%	-11.8%
37	CCOC(=O)CN1N=C(c2ccc(Cl)s2)CSC1=O	13.0%	-1.2%	4.8%	-1.3%	1.7%	3.6%	3.5%	7.4%
38	CC(C)(C)c1ccc(Oc2ccc(NC(=O)c3ccccc3C(=O)O)cn2)cc1	-1.9%	3.0%	-3.4%	0.0%	-8.1%	0.8%	-8.6%	6.4%
39	Cc1ccc(OCCn2cc(/C(N)=N/O)c3ccccc32)cc1C	-5.2%	?	-23.5%	-1.0%	-29.9%	-5.7%	?	39.8µM*
40	COC(=O)c1sccc1NC(=O)CC1C(=O)NCCN1C(=O)c1c(F)cccc1Cl (stereo unspecified)	2.9%	.	-1.4%	-1.4%	7.1%	.	6.7%[7.67 µM]	-3.0%
41	Cn1c(=O)cc(SCC(=O)NCCCN2CCOCC2)c2ccccc21	9.0%	6.3%	0.0%	-0.2%	?	-12.5%	-27.6%[46.1 µM]	7.9%
42	NC(=O)C1CCN(CC(=O)Nc2ccccn2)CC1	2.0%	12.6%	2.5%	-1.1%	4.7%	-5.9%	0.4%[46.1 µM]	-17.8%
43	Cc1ccc2c(c1)N(CC(=O)NCc1ccco1)C(=O)C(C(C)C)O2 (stereo unspecified)	-13.4%	.	1.6%	-2.9%	0.2%	.	2.9%	1.6%
44	O=C(N/N=C/c1ccc(F)cc1)c1cc(-c2ccco2)nc2ccccc12	?	?	0.1%	2.9%	?	6.7%	-11.5%[46.1 µM]	3.6%
45	CCN(CC)C(=O)c1sc(NC(=O)c2ccoc2C)c(C(=O)OC)c1C	8.3%	22.4µM*	-3.8%	-1.0%	-5.5%	?	?	5.6%
46	COCc1cc(Sc2ccc(OC)cc2)nc(-c2ccccc2)n1	-3.2%	-1.0%	1.8%	-0.1%	?	3.1%	-33.2%	-0.8%
47	CSc1sccc1/C=N/O	-5.1%	?	-2.7%	6.8%	3.2%	3.5%	-12.6%	7.9%
48	O=C(O)CCC(=O)Nc1ccc(Oc2ncnc3cc(Cl)ccc23)nc1	5.6%	.	5.6%	0.0%	0.2%	.	8.1%	8.9%
49	CC(C)c1nccn1S(=O)(=O)c1cccc([N+](=O)[O-])c1	-20.8%	0.7%	-18.0%	0.0%	0.1%	-3.0%	9.1%	-3.8%
50	CC1(C)CC2CC(C)(CN2S(=O)(=O)c2ccc(N)cc2)C1 (stereo unspecified)	1.6%	?	-3.9%	0.6%	-14.1%	-8.4%	13.8%[46.1 µM]	0.8%
51	Cc1nn(C)c(C)c1C1C(C#N)=C(N)OC2=C1C(=O)CC(C)(C)C2 (stereo unspecified)	8.2%	2.4%	6.6%	1.1%	-1.2%	2.3%	17.5%	11.1%

An excerpt; the hit share may differ from the screen's.
